Growth percent in the NCI-60 one-dose screen (48 h, 10 µM unless noted): 100 = growth as untreated, 0 = no growth, -100 = all killed.
MOLT-4: MOLT-4 leukemia cells. 80,000 tested, 6.9% active
SR: SR leukemia cells; AID 1794780; 73,000 tested, 8.7% active
BT-549: BT-549 breast cancer; 78,000 tested, 4.4% active
T-47D: T-47D breast cancer | AID 1794792 | 79,000 tested, 5% active
MDA-MB-231: MDA-MB-231 breast cancer; AID 1794789; 81,000 tested, 5% active
MCF7: MCF7 breast cancer; AID 1794796; 82,000 tested, 6.3% active
K-562: K-562 leukemia; 78,000 tested, 7.4% active
MDA-MB-468: MDA-MB-468 breast cancer | 78,000 tested, 8.5% active
Numbers without * were called inactive; · = no result given. Rule for the calls: active = growth percent below 10; inactive = the rest. This is a random part of the collection; about 13% have a hit in one of these screens.

SMILES	MOLT-4	SR	BT-549	T-47D	MDA-MB-231	MCF7	K-562	MDA-MB-468
Cc1ccc(S(=O)(=O)NN=C(c2ccc(F)cc2)c2ccc(S(C)(=O)=O)cc2)cc1	100	102	101	96	100	94	98	103
O=C1c2ccccc2C(=O)N1CCP(=O)(c1ccccc1)c1ccccc1	47	61	101	101	107	85	51	81
Cc1cc(C#Cc2ccc(C(C)(C)C)cc2)ccc1-n1c(/C=C/c2ccc3c(c2)OCO3)nc2ccccc2c1=O	105	107	106	102	92	101	109	111
Clc1ccc(SCCSCCSc2ccc(Cl)cc2)cc1	113	106	·	81	109	91	108	103
CC1=C(C)C(=O)C(N2CCSCC2)=CC1=O	86	111	91	105	86	100	107	60
CC(C)C1NC(=O)NC1=O (stereo not drawn)	94	102	106	104	122	95	101	107
COc1ccc(-c2nc3sc(C)nn3c2-c2nc3ccc(Cl)cc3[nH]2)cc1	75	76	98	95	87	83	101	110
COc1ccc2c(CSc3nc(-c4ccc(Cl)cc4)c(C#N)c(N4CCN(C)CC4)n3)cc(=O)oc2c1	78	85	95	87	77	90	·	101
Cc1nonc1C(=O)C1[C@H]2[C@@H]1C(=O)O[C@@H]2CO (stereo partly drawn)	103	93	112	104	111	102	104	94
CN(C)C(=O)c1ccccc1NC(=O)c1ccccc1[N+](=O)[O-]	106	126	105	97	95	93	95	95
Cc1ccc(Nc2nc(N)nc(N)c2N=O)cc1Cl	69	72	99	5.6*	96	36	70	40
Nc1nc(CSc2n[nH]c(N)n2)nc(Nc2ccccc2)n1	107	120	96	94	105	93	99	108
CCCCCCCCCCCC1=NC(C)(C)CN1C(C)C	·	·	78	36	54	28	·	-1.4*
Cc1cc(C2(c3cc(C)c(OCC(O)CNc4c(C)n(C)n(-c5ccccc5)c4=O)cc3C(C)C)OC(=O)c3ccccc32)c(C(C)C)cc1OCC(O)CNc1c(C)n(C)n(-c2ccccc2)c1=O (stereo not drawn)	13	5.7*	27	1.6*	-36*	16	4.5*	-14*
OC(c1cc(-c2ccc(Cl)cc2)nc2c(Cl)cccc12)C1CCCCN1 (stereo not drawn)	-58*	-39*	74	-83*	-71*	-89*	-31*	-87*
CCOc1cc(Cl)c(C(C)NC(=O)c2cccc(OC)c2)cc1OCC (stereo not drawn)	-10*	-19*	-28*	14	-7.7*	3.4*	-26*	-62*
O=C1c2ccccc2C(=O)N1CCC[P+](c1ccccc1)(c1ccccc1)c1ccccc1	117	98	112	107	113	90	89	66
Cc1ccccc1NCCO	111	117	98	96	94	89	113	103
COc1ccc2c(c1)CCNC21C(=O)N(Cc2ccc(C)cc2)c2ccccc21 (stereo not drawn)	87	86	116	85	75	85	90	94
O=C(CSc1nnc2n3c(nn12)SCC(c1ccccc1)=N3)c1ccc(Br)cc1	106	107	105	101	104	93	112	112
COc1cc(/C=C/C(=O)C(C(=O)/C=C/c2ccc(OC(=O)CCNC34CC5CC(CC(C5)C3)C4)c(OC)c2)C(=O)CCNC23CC4CC(CC(C4)C2)C3)ccc1OC(=O)CCNC12CC3CC(CC(C3)C1)C2 (stereo not drawn)	-20*	-49*	-24*	42	13	14	0.8*	·
O=S(=O)(O)C(c1ccccc1)C1(O)CCCCC1 (stereo not drawn)	90	93	106	105	108	102	·	110
O=C1OC(=O)c2ccc3c4ccc5c6c(ccc(c7ccc1c2c73)c64)C(=O)OC5=O	102	95	69	101	117	91	107	109
OCCCCCCCCCCCO	91	81	91	92	108	97	104	99
CSCCC(C(=O)O)N(CCC#N)CCC#N (stereo not drawn)	107	96	101	105	95	100	108	92
O=C1/C(=C/c2ccc([N+](=O)[O-])cc2)Sc2ccc(F)cc21	97	92	98	87	82	61	95	105
COc1ccc(-c2cc(=O)c3c(OC)c(C=O)c(O)cc3o2)cc1	118	115	95	101	87	85	114	99
CCOC(OCC)c1nc(N)nc(N)c1-c1ccc(Cl)cc1	113	110	118	96	100	93	110	97
Cc1ccc(S(=O)(=O)Oc2ccc(NC(=O)C34CC5CC(CC(C5)C3)C4)cc2)cc1	42	58	58	45	57	46	23	54
Cc1ccc(-c2nc(Nc3ccccc3C(=O)O)c3ccccc3n2)cc1	11	19	-24*	11	35	7.7*	18	-27*
O=C1Cc2cc(CCn3cncn3)c(Cl)cc2N1	·	·	68	99	56	29	·	35
CN1CCCc2cc(/C=C3\SC(=S)N(c4cc(N)cc(C(=O)O)c4)C3=O)ccc21	105	123	104	96	112	96	103	103
Cc1cccc(C(=O)N(C(C)C)C(C)C)c1	108	110	105	84	109	99	104	105
Cn1c(-c2ccncc2)nc(=O)c2ccccc21	108	105	107	104	106	102	106	109
CCCCC1SC(N)=NC1=O (stereo not drawn)	·	·	102	107	103	106	·	100
CCCCCC(=O)N1CCOCC1	82	102	100	97	91	94	103	101
CC(C)CC(Br)C(=O)NCC(=O)NC(Cc1ccccc1)C(=O)O (stereo not drawn)	98	106	109	101	130	93	103	100
CC(C)C1=C[C@@]23CC[C@@H]4[C@](C)(CCC[C@@]4(C)C(=O)OCC#CCN4CCOCC4)[C@H]2C[C@@H]1[C@H]1C(=O)CCC(=O)[C@H]13	76	83	88	76	92	87	78	105
O=C(NCc1ccccc1C(F)(F)F)C1CSC2c3ccccc3C(=O)N12 (stereo not drawn)	85	·	96	·	91	90	94	112
O=C(O)C1CCCN1C(=O)OCc1ccccc1 (stereo not drawn)	96	·	86	102	128	90	99	115
Cc1cc2c(C(C)C)c(O)c(O)c(C=NCCCCCC(=O)O)c2c(O)c1-c1c(C)cc2c(C(C)C)c(O)c(O)c(C=NCCCCCC(=O)O)c2c1O	51	·	67	90	78	68	60	45
O=C(O)Cn1c(=S)sc2ccccc21	98	97	93	86	107	95	104	117
COc1ccccc1CN(C)c1ccccc1	101	103	102	110	107	102	100	104
O=C(NCc1ccc(Cl)cc1Cl)C1CCC(=O)N1C(=O)Nc1ccc(Cl)c(Cl)c1 (stereo not drawn)	90	80	99	87	85	98	82	105
Cc1ccc(C2CC(c3ccc(S(=O)(=O)NCCNc4nc(Nc5ccc(F)cc5)nc(N(C)C)n4)cc3)=Nc3c(N)nc(N)nc3N2)cc1 (stereo not drawn)	4.8*	-6.6*	58	53	32	19	8.6*	-13*
O=C1/C(=C/c2ccc(O)c(O)c2)COc2ccc(-c3ccccc3)cc21	11	-20*	32	15	13	16	15	6.2*
O=Cc1cc([N+](=O)[O-])ccc1O	104	91	73	·	·	89	96	89
NCCCC[C@H](NC(=O)[C@@H]1CCCN1C(=O)Cc1ccc(O)cc1)C(=O)N[C@@H](CCCN=C(N)N)C(=O)N[C@@H](CCCN=C(N)N)C(=O)N[C@@H](CCCN=C(N)N)C(=O)N[C@@H](CCCN=C(N)N)C(=O)N[C@@H](CCCN=C(N)N)C(=O)N[C@@H](CCCN=C(N)N)C(N)=O	102	109	101	96	107	95	105	102
CC1=NC(=O)C(C)(c2ccccc2)N1CCc1ccccc1 (stereo not drawn)	88	94	95	95	86	100	114	92
CC(C#N)C(N)=O (stereo not drawn)	107	103	·	122	96	104	102	105
O=C(O)CSc1ncnc2nc[nH]c12	89	86	109	101	112	99	93	109
CN(C)c1ccc(/C=C/c2sc3ccc4ccccc4c3[n+]2C)cc1	-27*	-31*	·	-11*	-62*	-9.7*	0.1*	-86*
O=C(/C=C/c1ccc(Cl)cc1)c1ccc(Nc2nc(NCCO)nc(Nc3ccc(Cl)cc3)n2)cc1	46	23	68	36	62	-31*	38	68
COC1(CO)CCN(c2nnnn2Cc2ccc(F)c(C)c2)CC1	98	97	101	101	100	93	94	100
COc1ccc(Nc2ncnc3ccc(-c4cncc(NS(C)(=O)=O)c4)cc23)cc1Cl	-28*	11	24	-14*	22	15	28	-10*
CCC1(C(C)C)NC(=O)NC1=O (stereo not drawn)	101	90	104	97	100	103	88	98
Nc1ccccc1NC(=O)CCCCCCC(=O)Nc1ccc2c(c1)/C(=C/c1ccc[nH]1)C(=O)N2	9.1*	27	22	38	55	16	47	33
O=C1c2ccccc2NC(c2cn(-c3ccccc3)nc2-c2ccccc2)N1Cc1ccccc1 (stereo not drawn)	59	70	87	49	64	64	75	89
[2H]c1c([2H])c(C2([2H])C([2H])([2H])NC([2H])([2H])C([2H])([2H])C2([2H])[2H])c([2H])c([2H])c1-n1cc2cccc(C(N)=O)c2n1 (stereo not drawn)	80	58	103	91	79	80	87	117
COC(=O)CC[C@@H](C)[C@H]1CC[C@H]2[C@@H]3CC[C@@H]4C[C@H](O)CC[C@]4(C)[C@H]3C[C@H](O)[C@]12C	76	·	96	89	120	85	76	103

Three records picked at random from those above:
SMILES	MOLT-4	SR	BT-549	T-47D	MDA-MB-231	MCF7	K-562	MDA-MB-468
CCC1(C(C)C)NC(=O)NC1=O (stereo not drawn)	101	90	104	97	100	103	88	98
O=C(/C=C/c1ccc(Cl)cc1)c1ccc(Nc2nc(NCCO)nc(Nc3ccc(Cl)cc3)n2)cc1	46	23	68	36	62	-31*	38	68
CC1=NC(=O)C(C)(c2ccccc2)N1CCc1ccccc1 (stereo not drawn)	88	94	95	95	86	100	114	92

Going on with the list.
SMILES	MOLT-4	SR	BT-549	T-47D	MDA-MB-231	MCF7	K-562	MDA-MB-468
O=S(=O)(NCCNc1nccc(-n2cnc3ccccc32)n1)c1ccc(F)cc1	90	86	82	64	82	88	84	72
FC(F)(F)c1ccc(Nc2nc(Nc3cnc4ccccc4c3)c3[nH]cnc3n2)cc1	94	77	88	53	49	61	77	75
O=C(OCc1ccc2c(Cl)cc(Cl)c(O)c2n1)c1cc2ccccc2[nH]1	-9.0*	0.9*	-76*	-57*	-78*	-36*	-5.4*	-73*
CCOC(=O)c1cc(/C(=N\O)c2cc(OC)c(OC)c(OC)c2)n2cc(C)cc(C)c12	9.3*	·	29	27	35	14	13	16
O=c1[nH]nc(Cn2nc(-c3ccccc3)ccc2=O)o1	100	89	109	107	87	91	106	138
O=C1c2ccccc2C(=O)c2cc(Cn3c[n+](Cc4ccc5ccccc5c4)c4ccccc43)ccc21	28	38	47	41	26	40	18	-28*
COc1ccc2oc(=O)cc(CSc3nc(-c4ccccc4)c(C(=O)NC(C)(C)C)c(=O)[nH]3)c2c1	95	109	96	97	107	89	99	119
COc1cc(CSc2nc3ccc(Cl)cc3c(=O)n2Cc2ccccc2)cc(OC)c1OC	29	23	22	34	39	14	13	-13*

Structural class: the entries above with a Cl atom
SMILES	MOLT-4	SR	BT-549	T-47D	MDA-MB-231	MCF7	K-562	MDA-MB-468
Clc1ccc(SCCSCCSc2ccc(Cl)cc2)cc1	113	106	·	81	109	91	108	103
COc1ccc(-c2nc3sc(C)nn3c2-c2nc3ccc(Cl)cc3[nH]2)cc1	75	76	98	95	87	83	101	110
COc1ccc2c(CSc3nc(-c4ccc(Cl)cc4)c(C#N)c(N4CCN(C)CC4)n3)cc(=O)oc2c1	78	85	95	87	77	90	·	101
Cc1ccc(Nc2nc(N)nc(N)c2N=O)cc1Cl	69	72	99	5.6*	96	36	70	40
OC(c1cc(-c2ccc(Cl)cc2)nc2c(Cl)cccc12)C1CCCCN1 (stereo not drawn)	-58*	-39*	74	-83*	-71*	-89*	-31*	-87*
CCOc1cc(Cl)c(C(C)NC(=O)c2cccc(OC)c2)cc1OCC (stereo not drawn)	-10*	-19*	-28*	14	-7.7*	3.4*	-26*	-62*
CCOC(OCC)c1nc(N)nc(N)c1-c1ccc(Cl)cc1	113	110	118	96	100	93	110	97
O=C1Cc2cc(CCn3cncn3)c(Cl)cc2N1	·	·	68	99	56	29	·	35
O=C(NCc1ccc(Cl)cc1Cl)C1CCC(=O)N1C(=O)Nc1ccc(Cl)c(Cl)c1 (stereo not drawn)	90	80	99	87	85	98	82	105
O=C(/C=C/c1ccc(Cl)cc1)c1ccc(Nc2nc(NCCO)nc(Nc3ccc(Cl)cc3)n2)cc1	46	23	68	36	62	-31*	38	68
COc1ccc(Nc2ncnc3ccc(-c4cncc(NS(C)(=O)=O)c4)cc23)cc1Cl	-28*	11	24	-14*	22	15	28	-10*
O=C(OCc1ccc2c(Cl)cc(Cl)c(O)c2n1)c1cc2ccccc2[nH]1	-9.0*	0.9*	-76*	-57*	-78*	-36*	-5.4*	-73*
COc1cc(CSc2nc3ccc(Cl)cc3c(=O)n2Cc2ccccc2)cc(OC)c1OC	29	23	22	34	39	14	13	-13*

From PubChem
